# BLM inh: Bloom syndrome helicase (human) inhibition. P54132. recombinant BLM DNA unwinding, fluorescence dequenching. Potency, µM (top dose mostly 56.1 µM), without a hit: at the top dose activity change, negative = inhibition, most hits filed as inhibitors. 350,000 tested, 0.2% active;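 note: plate controls were vehicle for no effect and no enzyme for full effect; nearly all actives have a fitted effect of over 35% in size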
# G9a block: inhibitors of human histone lysine methyltransferase G9a; G9a H3K9 monomethylation, AlphaScreen, 2 h; Potency, µM (top dose mostly 102 µM), without a hit: at the highest dose activity, negative = inhibition, most hits filed as inhibitors; 350,000 tested, 8.8% active; note: % is set by controls: 0 for no effect and ±100 for the full control effect; nearly all actives have a fitted effect of over 75% in size
#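 Using a bead-based AlphaScreen, monomethylated H3K9 product from 2 h room-temperature reactions (G9a 20 nM, peptide 500 nM, SAM 20 uM) was detected with 0.5 ug/mL rabbit anti-H3K9me1 antibody.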
# POLK inh: DNA polymerase kappa (human) inhibition | AID 588579 | Potency, µM (doses to about 107 µM), for the others: top-dose activity, negative = inhibition, hits mostly inhibitors | Q9UBT6 | purified Pol kappa, fluorescent DNA synthesis assay, 10 min | 400,000 tested, 0.53% active; note: % is set by controls: 0 for no effect and ±100 for the full control effect
#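 Enzyme at 10 nM met test compounds for 15 min at room temperature. Substrate addition (50 nM final) began the reaction, which was monitored by fluorescence at 0 and 10 min.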
# Anesthetic bind: binds horse apoferritin like a general anesthetic; Potency, µM (top dose mostly 77.5 µM), for the others: at the highest dose activity change, negative = displacement, hits mostly inhibitors; 350,000 tested, 0.074% active; apoferritin/1-aminoanthracene competitive binding, fluorescence; note: % is set by controls: 0 for no effect and ±100 for the full control effect; nearly all actives have a fitted effect of over 20% in size
#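 10 uM apoferritin + 50% sat. 1-AMA, PBS; cpd 10 min RT; Ex380/Em535 endpoint; normalized to free probe vs complex; 4-param Hill fit; propofol titration as pos. ctrl.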
# APEX1 inh: inhibitors of human APE1 endonuclease; P27695; recombinant APE1, TAMRA/BHQ-2 abasic DNA cleavage fluorescence; Potency, µM (highest dose often 65.8 µM), inactives show at the highest dose activity change, negative = inhibition, most hits filed as inhibitors; 350,000 tested, 0.35% active; AID 2517;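 note: plate controls were vehicle for no effect and reference inhibitor for full effect; nearly all actives have a fitted effect of over 55% in size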
# Target sequence (P27695 whole entry, looked up): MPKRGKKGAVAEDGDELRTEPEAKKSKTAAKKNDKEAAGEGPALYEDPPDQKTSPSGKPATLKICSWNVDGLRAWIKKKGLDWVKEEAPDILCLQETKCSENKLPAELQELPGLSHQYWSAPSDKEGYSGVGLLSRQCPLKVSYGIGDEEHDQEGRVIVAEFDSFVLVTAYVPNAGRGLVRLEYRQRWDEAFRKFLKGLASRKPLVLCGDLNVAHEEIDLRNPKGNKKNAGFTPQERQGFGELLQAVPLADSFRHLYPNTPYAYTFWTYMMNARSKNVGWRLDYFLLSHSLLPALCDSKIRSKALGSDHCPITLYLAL
#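 Incision of a quenched TAMRA/BHQ-2 THF abasic-site duplex (50 nM) by 0.75 nM APE1, after 15 min compound preincubation, measured as fluorescence increase over three 60 s reads. Values normalized to buffer, DMSO and NSC13755 control wells.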
# POLH inh: inhibitors of human DNA polymerase eta; 390,000 tested, 1.2% active; AID 588591; Potency, µM (highest dose often 114 µM), for inactives: at the top dose activity change, negative = inhibition, hits mostly inhibitors; recombinant Pol eta, fluorescent DNA replication assay; note: % is set by controls: 0 for no effect and ±100 for the full control effect
#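 Pol eta at 10 nM preincubated with compounds 15 min at room temperature; reaction started with fluorescent substrate (50 nM final) and read kinetically at 0 and 10 min.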
# POLB inh: blocks human DNA polymerase beta activity. Potency, µM (top dose mostly 114 µM), inactives show top-dose activity change, negative = inhibition, actives largely listed as inhibitors. Pol beta primer extension/strand displacement, fluorescence kinetic. 340,000 tested, 1.3% active. AID 485314; note: % is set by controls: 0 for no effect and ±100 for the full control effect
#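 Kinetic readout of DNA synthesis with strand displacement by Pol beta. Compound and 10 nM enzyme sit 15 min at room temperature; 50 nM substrate starts the reaction, read immediately and at 10 min.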
# BAZ2B block: BAZ2B (human) inhibition; Q9UIF8; AlphaScreen BAZ2B-H3K14Ac peptide displacement; Potency, µM (doses to about 114 µM), without a hit: at the highest dose activity change, negative = inhibition, most hits filed as inhibitors; 360,000 tested, 4.4% active; AID 504333; note: % is set by controls: 0 for no effect and ±100 for the full control effect; nearly all actives have a fitted effect of over 60% in size
#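 BAZ2B (50 nM) with biotin-H3(5-23)K14Ac peptide (50 nM) in PBS pH 7.4, 0.01% Tween-20, preformed 30 min, then compound 30 min at room temperature; top concentration 110uM. AlphaScreen streptavidin donor/nickel chelate acceptor beads (10 ug/mL final), 20 min dark, signal read.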
# POLI inh: DNA polymerase iota (human) inhibition; Q9UNA4; AID 588590; Pol iota fluorescent replication assay, 10 min; Potency, µM (titrated, usually from 115 µM), inactives show top-dose activity, negative = inhibition, actives largely listed as inhibitors; 390,000 tested, 1% active
# Target sequence (Q9UNA4 whole entry, looked up): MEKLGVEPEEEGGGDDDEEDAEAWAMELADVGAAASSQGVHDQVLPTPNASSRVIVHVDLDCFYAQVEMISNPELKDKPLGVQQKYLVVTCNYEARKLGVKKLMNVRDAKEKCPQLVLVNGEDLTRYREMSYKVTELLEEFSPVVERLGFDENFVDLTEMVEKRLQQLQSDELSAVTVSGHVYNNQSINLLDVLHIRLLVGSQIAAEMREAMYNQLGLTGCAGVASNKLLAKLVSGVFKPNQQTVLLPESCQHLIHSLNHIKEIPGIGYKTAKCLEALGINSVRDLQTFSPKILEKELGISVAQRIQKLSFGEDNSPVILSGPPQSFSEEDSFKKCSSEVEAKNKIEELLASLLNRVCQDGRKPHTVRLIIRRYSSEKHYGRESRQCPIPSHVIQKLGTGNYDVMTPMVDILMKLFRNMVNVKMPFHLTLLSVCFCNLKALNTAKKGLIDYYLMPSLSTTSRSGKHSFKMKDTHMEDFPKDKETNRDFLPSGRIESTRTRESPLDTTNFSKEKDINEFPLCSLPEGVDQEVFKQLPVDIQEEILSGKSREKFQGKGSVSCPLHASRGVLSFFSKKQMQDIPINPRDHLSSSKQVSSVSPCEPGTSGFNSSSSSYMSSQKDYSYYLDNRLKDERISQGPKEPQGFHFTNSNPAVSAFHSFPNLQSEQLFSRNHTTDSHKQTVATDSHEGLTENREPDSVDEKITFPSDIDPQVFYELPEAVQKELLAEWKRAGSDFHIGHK
#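 Pol iota at 10 nM preincubated 15 min with compounds at room temperature; reaction started with fluorescent substrate, 50 nM final. Fluorescence read kinetically at 0 and 10 min; buffer-only wells as negative control.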
# * hit, by the source's call; ? = inconclusive; . = not tested or not shown; & = joins results of further samples; ! = not active in a repeat; [ ] = another dose, or the depositor's remark. Calls come from the whole dose curve; as a rule, active = well fitted curve in the direction sought with a large enough effect; inconclusive = small, poorly fitted or top-dose-only effect, or another doubt; inactive = no such curve, though single readings can be large; an effect the other way counts as inactive or inconclusive. Potency is the fitted concentration of half-maximal effect.
# Every second line gives: BLM inh	G9a block	POLK inh	Anesthetic bind	APEX1 inh	POLH inh	POLB inh	BAZ2B block	POLI inh
1	CCc1ccccc1NC(c1nnc(-c2cccc(F)c2)o1)c1ccc(F)cc1Cl (centres undefined)
  -6%	11%[59 µM]	8%	-4%	.	?	11%	8%	19%
2	COC1=CC2(O)CCCC2=CC1=O (centres undefined)
  0%	.	-5%	-9%	2%	-13%	58%	1%	12%
3	COc1cc(OC)cc(-c2c(-c3cccs3)c3cc(-c4ccc(SC)cc4)ccc3n2C)c1
  .	-3%[0.501 µM]	15%	.	28%	-9%	.	-16%	-7%
4	Cc1ccc(N2C(N)=NC(N)=NC2(C)C)c(C)c1
  4%	-26%	4%	-6%	-1%	-10%	18%	1%	27%
5	Cc1ccccc1OCCCn1c(-c2ccc(Cl)cc2)nc2ccccc2c1=O
  -7%	-33%[59 µM]	-5%	58%[activator]	.	-2%	27%	-8%	-11%
6	CCOC(=O)C1=C(c2ccccc2)Nc2c(c(=O)n(C)c(=O)n2C)C1c1ccc(O)c(OC)c1 (centres undefined)
  -1%	?	-9%	-20%	-5%	-4%	10%	10%	24%
7	O=C(CSc1nnc(-c2cccc(S(=O)(=O)N3CCOCC3)c2)n1C1CCCCCC1)NCc1ccccc1
  -8%	13%[12.7 µM]	0%	-16%	0%	-10%	13%	-22%	17%
8	COc1nc(N)c(C#N)c(-c2ccc(N(C)CCC#N)cc2)c1C#N
  -5%	6%	-10%	66%[activator]	-4%	-2%	-25%	-6%	23%
9	CC1CN(C)C(C)C/C1=N/Oc1ccccc1[N+](=O)[O-] (centres undefined)
  -2%	?	6%	-22%	?	-2%	-16%	-32%	-19%
10	Cc1ccc(C)c(Cn2c3ccccc3c3cnn(CC(=O)NCCCN4CCOCC4)c(=O)c32)c1
  -5%	12%	9%	-24%	66%[activator]	-15%	16%	-21%	-3%

# Other records follow:
# Every second line gives: BLM inh	G9a block	POLK inh	Anesthetic bind	APEX1 inh	POLH inh	POLB inh	BAZ2B block	POLI inh
11	COC(=O)Cn1cc(/C=C(/C#N)C(=O)N2CCOCC2)c2ccccc21
  -6%	8%	4%	-15%	-1%	-17%	1%	-27%	116%[activator]
12	CN(C(Cc1ccc(OS(=O)(=O)c2cccc3cnccc23)cc1)C(=O)N1CCN(c2ccccc2)CC1)S(=O)(=O)c1cccc2cnccc12 (centres undefined)
  .	16µM*!	3%&5%[19.4 µM]	-18%&-23%	-1%&-6%	.	.	.	.
13	O=C(CC1SC(=O)N(Cc2ccc(Cl)cc2)C1=O)Nc1nccs1 (centres undefined)
  2%	47%[59 µM]	-5%	-4%	1%	-10%	15%	1%	31%[activator]
14	CCN1C(=O)/C(=C2\SC(N3CCOCC3)=NC2=O)c2ccccc21
  0%	21%	13%	-7%	12%	-8%	11%	-6%	-4%
15	CCOC(=O)c1c(NC(=O)COC(=O)Cn2cnc3ccccc32)sc(C)c1C
  -1%	-44%	-4%	?	-3%	-4%	27%	-9%	5%
16	CC1(C(=O)OCC(=O)Nc2ccc(Cl)cn2)CC1(Cl)Cl (centres undefined)
  .	.	-3%	.	6%	0%	.	.	-4%
17	CCOC(=O)CCC(=O)Nc1cccc([N+](=O)[O-])c1
  1%	25%	0%	1%	1%	-20%	3%	5%	15%
18	Oc1ccccc1N1CCN(c2nc(-c3cccs3)nc3ccccc23)CC1
  -9%	7%[12.7 µM]	-15%	0%	1%	-22%	-4%	?	20%
19	Cc1cc(Nc2ccccc2C)c2cccc(C)c2n1
  1%	-3%[59 µM]	10%	-13%	.	-20%	1%	-2%	-1%
20	COc1ccc(/C=C(/C#N)c2nc(-c3cc4ccccc4oc3=O)cs2)cc1
  -4%	2%[59 µM]	7%	2%	.	-12%	0%	2%	-8%

# Other compounds:
# Every second line gives: BLM inh	G9a block	POLK inh	Anesthetic bind	APEX1 inh	POLH inh	POLB inh	BAZ2B block	POLI inh
21	CC(=O)Nc1ccc(S(=O)(=O)Nc2nc3ccccc3nc2Nc2cccc(O)c2)cc1
  0%	-5%	-13%	-2%	27%	-19%	-3%	-19%	34%[activator]
22	Cc1nc(-c2c(-c3ccc(O)cc3O)noc2C(F)(F)F)cs1
  -11%	5%[12.7 µM]	-2%	-9%	-6%	-17%	-2%	-31%	3%
23	CC1CN(C(=O)c2ccc3c(c2)OCO3)OC(c2ccccc2)O1 (centres undefined)
  -2%	33%[0.501 µM]	-10%	-11%	0%	-1%	-13%	-9%	5%
24	CCn1cc(C(=O)NCCCN(C)c2ccccc2)c(=O)c2cc(S(=O)(=O)N(C)C)ccc21
  -5%	?	-12%	-15%	11%	-12%	23%	?	11%
25	S=C(Nc1ccccc1)c1ccccn1
  -6%&-4%	13%[12.7 µM]	-2%	0%&-16%	-2%&11%	-11%	5%&2%	35µM*	29%
26	COc1ccc(OC)c(CN2CCN(CCc3ccccc3)C(CCO)C2)c1 (centres undefined)
  0%	-4%	2%	-9%	2%	-18%	16%	-5%	40%[activator]
27	Cc1ccc(NC(=O)CCn2c(=O)c3cccn3c3ccccc32)cc1Cl
  -6%	-23%[59 µM]	-3%	-5%	.	-12%	-24%	0%	2%
28	O=c1cc(CSc2ccc(Cl)cc2)nc(-c2ccccn2)[nH]1
  -3%	37%	-2%	7%	19%	-21%	2%	28µM*	-16%
29	CCCCNC(=S)Nc1cccc2cnccc12
  -4%	45µM*	-15%	-1%	13%	-17%	10%[57.1 µM]	12%	38%[activator]
30	COc1ccc(NC(=O)C2CCN(C(=O)Cc3ccccc3)CC2)c(OC)c1
  1%	?	-9%	-7%	5%	-1%	28%	-17%	8%

# (next part)
# Every second line gives: BLM inh	G9a block	POLK inh	Anesthetic bind	APEX1 inh	POLH inh	POLB inh	BAZ2B block	POLI inh
31	CC(=O)N1c2ccc(S(=O)(=O)N3CCCCC3)cc2CC1C(=O)Nc1ccc(F)cc1C (centres undefined)
  -6%	-20%	7%	-18%	1%	-10%	0%	-6%	28%
32	CC(=O)Nc1ccc(NC(=O)c2ccccc2CC[N+](=O)[O-])cc1
  -1%	.	-3%	-7%	0%	-15%	35%	5%	-6%
33	CCc1nnc(NC(=O)CSc2sc3c(O)cc(=O)[nH]c3c2C#N)s1
  18µM*	10µM*	8.9µM*	7%	11%[12.4 µM]	3.5µM*	0.56µM*	20µM*	1.8µM*
34	COc1ccc(Nc2cc(C(=O)NCCCN(C)C3CCCCC3)c3ccccc3n2)c(OC)c1
  1%	?	0%	2%	.	-12%	0%	.	-15%
35	N#CCC(=O)Nc1ccc(C(=O)NCCC(c2ccccc2)c2ccccc2)cc1
  -7%	19%	-8%	2%	-7%	-8%	32%	3%	56%[activator]
36	O=C(O)c1ccc2c(c1)C(=O)N(c1cccc(-c3nc4ccccc4s3)c1)C2=O
  -2%	?	-16%	-4%	2%	-7%	18µM*	-25%	11%
37	O=[N+]([O-])c1ccc(N2CCOCC2)cc1SCc1ccco1
  -1%	-47%[59 µM]	-2%	10%	0%	-18%	7%	?	-5%
38	CCn1cc(C(=O)NCCCN2CC(C)CC(C)C2)c2cc(OC)c(OC)cc2c1=O (centres undefined)
  -10%	-28%[12.7 µM]	-7%	3%	-1%	-6%	-12%	1%	9%
39	Cc1ccc(S(=O)(=O)N(C)C)cc1NC(=S)NC1CCCC(C)C1C (centres undefined)
  -7%	-9%	-16%	-15%	2%	-27%	1%	-29%	13%
40	CC(C)c1ccc(-c2noc(SCC(=O)N3CCCCC3)n2)cc1
  -6%	26%[59 µM]	-15%	-2%	.	-13%	?	56%[activator]	4%

# Quoted at random: six records from the list, in no set order.
# Every second line gives: BLM inh	G9a block	POLK inh	Anesthetic bind	APEX1 inh	POLH inh	POLB inh	BAZ2B block	POLI inh
35	N#CCC(=O)Nc1ccc(C(=O)NCCC(c2ccccc2)c2ccccc2)cc1
  -7%	19%	-8%	2%	-7%	-8%	32%	3%	56%[activator]
40	CC(C)c1ccc(-c2noc(SCC(=O)N3CCCCC3)n2)cc1
  -6%	26%[59 µM]	-15%	-2%	.	-13%	?	56%[activator]	4%
33	CCc1nnc(NC(=O)CSc2sc3c(O)cc(=O)[nH]c3c2C#N)s1
  18µM*	10µM*	8.9µM*	7%	11%[12.4 µM]	3.5µM*	0.56µM*	20µM*	1.8µM*
31	CC(=O)N1c2ccc(S(=O)(=O)N3CCCCC3)cc2CC1C(=O)Nc1ccc(F)cc1C (centres undefined)
  -6%	-20%	7%	-18%	1%	-10%	0%	-6%	28%
37	O=[N+]([O-])c1ccc(N2CCOCC2)cc1SCc1ccco1
  -1%	-47%[59 µM]	-2%	10%	0%	-18%	7%	?	-5%
38	CCn1cc(C(=O)NCCCN2CC(C)CC(C)C2)c2cc(OC)c(OC)cc2c1=O (centres undefined)
  -10%	-28%[12.7 µM]	-7%	3%	-1%	-6%	-12%	1%	9%

# Whole records as entered above. Values in the order: BLM inh	G9a block	POLK inh	Anesthetic bind	APEX1 inh	POLH inh	POLB inh	BAZ2B block	POLI inh
# `CC(C)c1ccc(-c2noc(SCC(=O)N3CCCCC3)n2)cc1` as listed: -6%	26%[59 µM]	-15%	-2%	.	-13%	?	56%[activator]	4%
# `COc1ccc(Nc2cc(C(=O)NCCCN(C)C3CCCCC3)c3ccccc3n2)c(OC)c1` as listed: 1%	?	0%	2%	.	-12%	0%	.	-15%

# More results follow.
# Every second line gives: BLM inh	G9a block	POLK inh	Anesthetic bind	APEX1 inh	POLH inh	POLB inh	BAZ2B block	POLI inh
41	Cc1ccc(S(=O)(=O)CC(=O)Nc2cc(C)on2)cc1
  -7%	4%	1%	-8%	40%	-15%	-7%	-6%	86%[activator]
42	COc1ccc(NC(=O)c2c(NC(=O)CNCc3ccco3)sc3c2CCC3)cc1
  -8%	-13%[59 µM]	-22%	-18%	-1%	-14%	-26%	.	6%
43	CCOCCOC(=O)C(C)Oc1ccc(Oc2nc(Cl)ccc2Cl)cc1 (centres undefined)
  -4%	118%[activator]	1%	-14%	-3%	-28%	-27%	161%[activator]	13%
44	Cc1ccccc1OCC(=O)Nc1nnc(-c2ccncc2)s1
  0%	?	-5%	-10%	7%	8%	-1%	-21%	?
45	CCOc1ccccc1CNC(=O)C1CCN(S(=O)(=O)c2c(C)noc2/C=C/c2ccc(C)cc2)CC1
  -1%	13%[59 µM]	-10%[60.1 µM]	0%	.	-15%	-4%	-6%	13%

# Screens from PubChem BioAssay.

# Not all compounds are listed; the hit share may differ from the screen's.
